# STAT1 blocker = reduces IFN-gamma driven STAT1 reporter signal; NIH 3T3 STAT1-luciferase reporter, luminescence; actives 0.35% (n = 200,000); inhibition, % at 5.5 µM; AID 920;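 active = inhibition above a set limit, the mean inhibition across all tested compounds plus 3 SD, cut at about 34% in these data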;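 also: 0% = IFN-gamma with DMSO and 100% = IFN-gamma with 300 µM nifuroxazide; values of inactives mirror those of a sister screen read the other way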
# FLuc inhib CS = Photinus pyralis luciferase inhibition counter-screen; P08659; ATPLite firefly luciferase biochemical luminescence, 10 min; inhibition, % at 10 µM; actives 1.5% (n = 200,000); AID 1006;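 active = inhibition above about 50% when tested at 10 µM, limit read from the data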
# Target sequence (P08659 whole entry, looked up): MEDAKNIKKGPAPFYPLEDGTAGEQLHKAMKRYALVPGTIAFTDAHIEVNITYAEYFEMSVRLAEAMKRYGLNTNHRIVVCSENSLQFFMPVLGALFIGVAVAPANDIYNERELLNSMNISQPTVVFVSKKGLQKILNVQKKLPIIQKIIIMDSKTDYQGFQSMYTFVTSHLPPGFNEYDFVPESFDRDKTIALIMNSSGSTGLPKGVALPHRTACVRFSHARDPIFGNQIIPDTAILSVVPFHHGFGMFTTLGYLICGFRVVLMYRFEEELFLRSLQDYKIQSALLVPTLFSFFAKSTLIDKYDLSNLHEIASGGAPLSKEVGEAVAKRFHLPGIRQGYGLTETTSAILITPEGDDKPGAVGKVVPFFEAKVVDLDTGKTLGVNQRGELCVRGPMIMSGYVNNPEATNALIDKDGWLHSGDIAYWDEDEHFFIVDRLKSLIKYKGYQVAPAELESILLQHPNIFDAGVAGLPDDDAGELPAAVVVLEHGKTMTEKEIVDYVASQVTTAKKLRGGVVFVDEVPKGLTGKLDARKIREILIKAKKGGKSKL
# STAT3 act = increases IL-6 driven STAT3 reporter signal; U3A cells, IL-6 STAT3-luciferase reporter, luminescence; 100% = signal with IL-6 EC80 alone; activation (% of control), % at 5.6 µM; actives 0.91% (n = 190,000); AID 871;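 active = activation above the screen-wide mean of compound activation plus 3 SD, cut at about 130% in these data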;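 also: 0% = background luminescence of wells with medium and substrate only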
#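 Material: STAT3-luciferase reporter U3A cells. Controls: IL-6-treated wells, 100% activation. Read-out: % activation versus median of IL-6-stimulated wells. Probe or stimulus: IL-6 stimulus at 33 ng/mL final. Timing: compound 1 h, then IL-6 6 h at 37 °C. Signal: reporter luminescence signal.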
# STAT1 act = increases IFN-gamma driven STAT1 reporter signal; NIH 3T3 STAT1-luciferase reporter, luminescence; 100% = IFN-gamma alone, no compound; activation (% of control), % at 5.5 µM; actives 2.6% (n = 200,000);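 active = activation above the screen-wide mean activation plus 3 SD, cut at about 130% in these data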;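 also: raw ratio to IFN-gamma control signal so 100% means no change and 0% no light; values of inactives mirror those of a sister screen read the other way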
# FLuc act counter = firefly luciferase counter-screen for stimulation assays; 200,000 tested, under 10 active; ATPlite luciferase biochemical, luminescence, 10 min; 0 = ATP-free wells, 1 = DMSO control; activation factor at 10 µM; P08659;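 active = luciferase activation factor, scaled between plate controls, of at least 2 with compound at 10 µM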
#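 Material: Luciferase/luciferin reagent mix | Doses: Test compounds dosed from 2 mM stocks in 100% DMSO | Timing: 10 min incubation after luciferase reagent addition, room temperature | Measured by: Luminescence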
# STAT3 blocker = inhibitors of IL-6 induced STAT3 signaling; U3A cells, IL-6 STAT3-luciferase reporter, luminescence; host cell line lacks STAT1; inhibition, % at 5.5 µM; actives 0.89% (n = 190,000); AID 862;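 active = inhibition above the mean inhibition across all screened compounds plus 3 SD, cut at about 44% in these data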;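 also: 0% = DMSO only wells and 100% = 100 µM nifuroxazide control wells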
# APP 5UTR inh = APP translation inhibition. SH-SY5Y APP 5'UTR-luciferase reporter, luminescence. inhibition, % at 2 µM. actives 0.82% (n = 190,000);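 active = inhibition above a set limit, derived from the sample mean plus 3 SD, cut at about 45% in these data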; also: values of inactives mirror those of a sister screen read the other way
# ROMK mod = modulates human ROMK potassium channel activity; P48048; Tet-inducible ROMK, thallium flux fluorescence; actives lie on both sides; B-score at 10 µM; actives 2% (n = 130,000); AID 1918;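 active = signal ratio slope over the read window, or its plate-corrected B-score, at least 3 SD from the plate mean, either direction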;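 also: B-score of the F/F0 ratio slope over 7 to 12 s after thallium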
# Target sequence (P48048 whole entry, looked up): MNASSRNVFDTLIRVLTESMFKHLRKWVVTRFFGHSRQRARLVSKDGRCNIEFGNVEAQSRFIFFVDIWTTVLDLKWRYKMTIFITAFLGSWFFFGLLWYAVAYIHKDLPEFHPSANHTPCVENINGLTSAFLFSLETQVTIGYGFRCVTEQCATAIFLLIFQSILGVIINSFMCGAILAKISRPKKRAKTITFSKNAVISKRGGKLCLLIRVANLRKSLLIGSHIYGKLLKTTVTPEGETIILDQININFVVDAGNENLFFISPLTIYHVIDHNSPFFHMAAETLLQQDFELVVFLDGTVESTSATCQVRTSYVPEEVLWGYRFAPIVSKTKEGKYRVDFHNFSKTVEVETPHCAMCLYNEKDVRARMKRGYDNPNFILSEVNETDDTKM
# NF-kB neuron act = compounds increasing NF-kB expression in human neuronal cells; NF-kB reporter expression; active compounds read high; AID 1239; actives 1.6% (n = 190,000); fold change at 12.5 µM; in the data active = fold change above about 3.3
# APP 5'UTR act = APP 5'UTR luciferase reporter activation; SH-SY5Y APP 5'UTR luciferase reporter, luminescence; zero percent = DMSO vehicle wells; activation, % at 2 µM; actives 1% (n = 190,000); AID 1276;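 active = activation above a set limit, based on mean plus 3 SD of controls, cut at about 140% in these data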; also: values of inactives mirror those of a sister screen read the other way
# The depositor's hits bear a star; · = not tested or not shown.
SMILES,STAT1 blocker,FLuc inhib CS,STAT3 act,STAT1 act,FLuc act counter,STAT3 blocker,APP 5UTR inh,ROMK mod,NF-kB neuron act,APP 5'UTR act
CCc1nc(N)c(C#N)c(-c2ccc(OC)c(OC)c2)c1C,5,-6,109,95,1.1,-7,-16,·,1.1,16
CC(C)c1ccccc1NC(=O)c1cccc(NC(=O)c2ccccc2)c1,1,-4,102,99,1,4,-4,-0.054,0.75,4
Cc1ccc(OC(=O)c2ccccc2P(=O)(O)O)cc1,-2,-6,102,102,1.1,4,4,0.54,1.1,-4
COc1cccc(C2CC(c3ccccc3Cl)Nc3ncnn32)c1 (configuration not stated),-6,·,106,106,·,-4,-17,0.8,·,17
COC(=O)c1ccc(S(=O)(=O)c2ccc(C(=O)OC)s2)s1,9,-1,104,92,1,-2,-8,0.025,0.98,7
COc1ccccc1/C=C/CN1CCN(Cc2ccc(C)o2)C(CCO)C1 (configuration not stated),6,-6,103,93,1.1,2,-8,-1.7,1,8
O=C1c2ccccc2C(=O)N1CCSc1nnc(-c2ccco2)n1Cc1ccccc1,-3,-9,103,103,1.1,1,-13,·,0.93,13
COc1cccc(N2C(=O)CC(N3CCC(C(N)=O)(N4CCCCC4)CC3)C2=O)c1 (configuration not stated),0,-4,107,100,1,-4,-15,0.19,1.1,15
CCc1nnc2cccc(Cl)n12,-4,-8,105,104,1.1,-5,10,0.039,1.1,-10
CCOC(=O)N1CCC(N2Cc3cccc(C(=O)Nc4ccc(F)cc4)c3C2=O)CC1,1,-6,101,99,1.1,-1,12,·,0.65,-12
CCCCNC(=S)N(C)/N=C/c1c(C)[nH]c2ccccc12,0,-6,107,100,1.1,-8,2,0.044,1.1,-2
CCCCn1cnc2c1c(=O)n(CC(=O)c1cc(C)n(C)c1C)c(=O)n2CC(C)C,-1,-4,107,101,1,-4,-15,·,0.77,15

# Shown tab-delimited: part of the list above
Structure	STAT1 blocker	FLuc inhib CS	STAT3 act	STAT1 act	FLuc act counter	STAT3 blocker	APP 5UTR inh	ROMK mod	NF-kB neuron act	APP 5'UTR act
COC(=O)c1ccc(S(=O)(=O)c2ccc(C(=O)OC)s2)s1	9	-1	104	92	1	-2	-8	0.025	0.98	7
O=C1c2ccccc2C(=O)N1CCSc1nnc(-c2ccco2)n1Cc1ccccc1	-3	-9	103	103	1.1	1	-13	·	0.93	13

# More entries:
SMILES,STAT1 blocker,FLuc inhib CS,STAT3 act,STAT1 act,FLuc act counter,STAT3 blocker,APP 5UTR inh,ROMK mod,NF-kB neuron act,APP 5'UTR act
Cc1ccc(N2CN=C3SCC(=O)N3C2)cc1C,0,-4,105,98,1,-1,0,-0.029,1.2,0
Cc1cc(C)c(C)c(S(=O)(=O)N2CCN(CC(=O)Nc3ccc([N+](=O)[O-])cc3)CC2)c1C,6,-4,93,94,1,12,6,-0.03,0.98,-6
O=C(NC(=S)NCc1ccccc1)c1ccc2c(c1)OCO2,-4,-4,96,104,1,3,-20,·,0.94,20
O=C(COC(=O)/C=C/c1ccccc1)NCc1ccc(Cl)cc1,-10,-9,106,109,1.1,-4,9,-0.19,1.2,-9
CC(=O)c1cccc(NC(=O)c2cc(C(C)C)on2)c1,-25,35,86,122,0.6,22,-119,·,3.9*,119
COc1ccc(CC(=O)NC(C)c2nnc(SCc3nc4ccccc4c(=O)[nH]3)n2C)cc1 (configuration not stated),3,-2,97,95,1,7,4,-0.25,1.3,-4
COc1ccc(-n2cc(CNCc3cccnc3)c(-c3cccc(F)c3)n2)cc1,-10,12,90,107,0.9,15,-21,-3.2,0.71,21
C=CCNc1sc(C(=O)C2CC2)c(N)c1C#N,3,-7,119,97,1.1,-16,-2,0.47,0.95,2
CC(C)(C)C1CCC(=NNC(=O)CN(c2ccccc2)S(=O)(=O)c2ccccc2[N+](=O)[O-])CC1 (configuration not stated),2,-5,102,98,1,2,0,-0.67,1.3,0
CC(C)/C=C1\CC/C(=C\c2ccc(N(C)C)cc2)C1=O,-4,19,107,104,0.8,-10,-110,·,2,110
Cc1ccc(C)c(OCc2ccc(C(=O)N3N=C(C(F)F)CC3(O)C(F)F)o2)c1 (configuration not stated),-8,-4,101,108,1,-2,20,0.62,0.99,-20
Cc1cc(OCC(=O)Nc2ccc(CN3CCCCC3)cc2)ccc1Cl,-1,0,104,101,1,5,-5,0.47,1.6,5

# Entries listed above shown as hits in NF-kB neuron act.
compound,STAT1 blocker,STAT3 act,STAT1 act,APP 5UTR inh,ROMK mod,NF-kB neuron act,APP 5'UTR act
CC(=O)c1cccc(NC(=O)c2cc(C(C)C)on2)c1,-25,86,122,-119,·,3.9*,119

# Additional structures follow.
SMILES,STAT1 blocker,FLuc inhib CS,STAT3 act,STAT1 act,FLuc act counter,STAT3 blocker,APP 5UTR inh,ROMK mod,NF-kB neuron act,APP 5'UTR act
COc1cc(OC)cc(C(=O)N[C@H](C(=O)OCC(=O)Nc2ccc(F)c(F)c2F)C(C)C)c1,-2,-2,104,101,1,-2,-26,0.9,1.1,26
CC(=O)c1ccc(NC2c3ncccc3C(=O)N2Cc2ccc(F)cc2)cc1 (configuration not stated),-2,0,108,102,1,-6,11,1.2,1,-11
O=C(O)COc1cccc(NC(=O)C2CCCO2)c1 (configuration not stated),-1,-3,98,101,1,5,-21,·,1.9,21
Cc1ccccc1C(=O)Nc1c2c(nc3ccccc13)CCCC2,-5,-2,103,105,1,-9,2,·,0.95,-2
CC(C)n1c(SC2C(=O)CC(C)(C)CC2=O)nc2c1c(=O)n(C)c(=O)n2C,-1,-6,98,101,1.1,6,-2,·,1.3,2
O=C(O)C1Cc2ccccc2CN1S(=O)(=O)c1ccc2ccccc2c1 (configuration not stated),3,-1,110,97,1,-8,-9,-0.0023,1.2,9
CCN=C(Nc1ccc2c(c1)OCO2)SC1CC(=O)N(c2ccccc2F)C1=O (configuration not stated),8,-4,93,93,1,13,9,·,1.2,-9
Cc1ccccc1Cn1ccc(-c2ccc3c(c2)OCO3)n1,-13,5,101,112,1,10,-50,·,2,50
O=C(NC1CCS(=O)(=O)C1)c1cnccn1 (configuration not stated),-4,-2,105,103,1,-8,-7,0.7,1.1,7
COc1cc(NS(=O)(=O)c2ccc(OC)c(OC)c2)cc(OC)c1,5,-18,97,96,1.2,8,0,·,0.91,0
O=C(Cc1ccccc1)N[C@@H](Cc1ccccc1)C(=O)O,1,-3,·,101,1,·,-9,·,1.1,9
COc1cccc(CNC(=O)CC(NC(C)=O)c2ccccc2)c1 (configuration not stated),-1,-4,105,100,1,-4,-3,0.74,2.2,3
CCCC1CCC(c2ccc(/C(N)=N/O)cc2)CC1 (configuration not stated),-10,-2,103,109,1,3,-15,-0.89,2.2,15
O=C(CSc1cccc(C(F)(F)F)c1)Nc1cc(S(=O)(=O)N2CCCC2)ccc1Cl,-5,1,100,104,1,-3,-14,-0.16,0.8,14
CSc1nc(-c2ccccc2)nc2[nH]ccc(=O)c12,1,·,80,99,·,23,-1,-0.17,·,1
O=C(NC(Cc1ccccc1)C(=O)O)/C(=C\c1ccco1)NC(=O)c1ccco1 (configuration not stated),14,-3,102,86,1,3,13,-0.27,1,-13
O=C(NCc1ccccc1)Nc1cccn(Cc2ccccc2Cl)c1=O,1,23,95,98,0.8,12,-1,-0.39,1,1
O=C(Cn1c(SCC(=O)N2CCCc3ccccc32)nc2ccccc21)N1CCCC1,0,-12,100,100,1.1,2,0,·,0.94,0
Cc1ccc(SCC2(O)CCN(C(=O)c3ccc(Cl)cc3)CC2)cc1,-3,-5,102,102,1,-2,10,·,1,-10
Cn1c(COc2ccccc2)nnc1SCc1cc(=O)[nH]c2ccccc12,-2,-1,105,102,1,1,-7,·,1.3,7
Cc1nc2ccc(S(=O)(=O)NC(C(=O)NCc3cccs3)C(C)C)cc2s1 (configuration not stated),0,-1,96,100,1,5,22,·,1.2,-22
NNC(=O)COc1ccccc1F,0,-5,103,100,1,-6,-23,-0.43,0.91,23
O=C(Nc1cc2c(cc1Cl)OCCCO2)c1ccco1,-53,15,102,146*,0.9,2,-50,-0.035,2.4,50
COc1cc(SC)ccc1C(=O)Nc1ccccc1C#N,-26,8,133*,124,0.9,-38,6,·,1.9,-6
CN(c1ccc(OCC(=O)OCC(=O)Nc2ccccc2)cc1)S(=O)(=O)c1ccc(F)cc1,1,-6,98,99,1.1,2,7,·,1.1,-7
CC(=O)c1c(C)nc(Nc2nc(C)c3cc(C)ccc3n2)nc1C,-19,-5,99,116,1,2,-20,·,1.3,20
CCNC(=S)NNC(=O)c1c(Cl)c(C)nn1C,-1,-4,95,101,1,3,-4,0.026,1,4
CC1CCCCC1NC(=O)/C(C#N)=C/c1ccc(F)c(F)c1 (configuration not stated),-1,-6,108,104,1.1,-13,-10,-3*,1.3,10
O=C(CN1C(=O)CCC1=O)Nc1ccc(Cc2ccc(NC(=O)CN3C(=O)CCC3=O)cc2)cc1,-2,4,97,102,1,5,-25,1.1,0.9,25
Cc1cc(=O)[nH]c(NCCO)n1,-5,-6,106,105,1.1,-7,-3,0.46,1.1,3
NC(=O)[C@@H]1CCNc2c(I)cc([N+](=O)[O-])cc2C(=O)N[C@@H](CO)C(=O)N[C@@H](Cc2ccc(O)cc2)C(=O)N1,0,-2,96,100,1,2,8,-0.34,1.1,-8
O=C(NC1CCCCC1)N1CCc2ccccc2C1,-26,0,100,123,1,2,-25,·,1.6,25
CN(CCc1cnn(C)c1)Cc1nc(Cc2ccccc2)no1,-6,-9,100,103,1.1,6,-1,0.22,1.4,1
O=C(Oc1cccc2c(O)cccc12)c1ccccc1,-7,-7,120,106,1.1,-21,-11,·,2.1,11
OCC1(CCOc2ccccc2)CCN(CCCn2cccn2)CC1,3,-6,102,96,1.1,9,8,-0.86,1.1,-8
CSC1=C(C#N)C(c2ccccc2Cl)C(C(=O)c2cccs2)C(O)(C(F)(F)F)N1 (configuration not stated),5,-8,105,95,1.1,-6,-4,-0.95,1.2,4
CNC(=S)Nc1cccc(C(C)=O)c1,-8,30,101,105,0.7,3,4,0.045,1.1,-4
COc1ccc(C)cc1S(=O)(=O)Nc1ccc(F)c(Cl)c1,-2,-1,94,102,1,10,-37,-0.79,0.88,37
CCc1nnc(NC(=O)Cc2sc(C)nc2-c2ccc(C)cc2)s1,26,-7,105,74,1.1,-1,-8,-0.29,1.2,8
COc1ccc(S(=O)(=O)N(CCCN2CCOCC2)Cc2ccc(OC)c(OC)c2)cc1,-3,-2,99,103,1,4,4,-1.4,1.1,-4
Cc1cccc(N2CCN(C(=O)CC(NC(=O)c3ccccc3Cl)c3ccccc3)CC2)c1C (configuration not stated),-5,-3,99,104,1,1,-5,-4.7*,0.44,5
CCC(OC(=O)C(NC(=O)c1ccccc1)c1ccccc1)C(=O)Nc1cc(C)on1 (configuration not stated),8,1,105,93,1,0,-14,·,1,14
Cc1nc(CC(=O)NNS(=O)(=O)c2ccc(F)c(Cl)c2)cs1,-1,-6,105,101,1.1,3,4,0.84,1,-4
Cc1csc(NC(=O)c2cc3c(C)nn(Cc4ccccc4Cl)c3s2)n1,11,-7,109,90,1.1,-9,0,·,0.64,-1
Cc1ccc(-n2nnnc2SCC(=O)c2ccc3c(c2)NC(=O)CO3)c(C)c1,-2,-2,94,102,1,13,6,-0.54,0.92,-6
COc1cccc(CN2CCNC(=O)C2CC(=O)N2CCCCO2)c1OC (configuration not stated),-4,-2,101,102,1,6,6,·,0.98,-6

# Compound activity from PubChem BioAssay.
